TbHK1 inh = T. brucei hexokinase 1 inhibition. recombinant TbHK1, G6PDH-coupled NADH A340. inhibition, % at 10 µM. hit rate 0.11% among 220,000;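 active = inhibition of 50% or more in the single-dose primary screen; inactive = inhibition below 50%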
BaF3 parental = reduces parental Ba/F3 cell viability, JAK2V617F counter-screen. CellTiter-Glo ATP luminescence. inhibition, % at 5.6 µM. hit rate 1.1% among 220,000. AID 1486;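 active = inhibition above a per-campaign cutoff, the mean inhibition of all tested compounds plus 3 SD, cut at about 27% in these data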;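 also: 0% = DMSO wells and 100% = JAK Inhibitor I control wells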
p47phox inh = blocks human p47phox regulatory protein of NADPH oxidases; P14598; p47phox/p22phox peptide binding, fluorescence polarization, 2 h; inhibition, % at 24.7 µM; hit rate 0.53% among 220,000;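 active = inhibition above about 30%, limit read from the data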;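 also: 0% = p47phox with labelled peptide and 100% = labelled peptide alone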
p97 ATPase inh = human p97 ATPase inhibition; hit rate 0.42% among 220,000; inhibition, % at 8 µM; recombinant p97 ATPase, Kinase-Glo ATP luminescence, 3 h; in the data active = inhibition above about 15%;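 also: 0% = DMSO vehicle and 100% = wells lacking enzyme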
RBBP9 inhibitor = blocks human serine hydrolase RBBP9. O75884. recombinant RBBP9, FP-Rh probe fluorescence polarization. inhibition, % at 7.94 µM. hit rate 0.2% among 220,000. AID 1515;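 active = inhibition above the campaign mean of all tested compounds plus 3 SD, cut at about 14% in these data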;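 also: plate controls were DMSO wells with RBBP9 for no effect and wells lacking RBBP9 protein for full effect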
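System: RBBP9 protein | Quantity: 2.5 µM RBBP9 dispensing solution, before mixing | Reagent: FP-Rh probe, 375 nM dispensing solution | Timing: Enzyme-compound preincubation 30 min, then probe labeling 45 min, 25 °C | Measured by: Fluorescence polarization | Read-out: % inhibition | Replication: One well per compound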
Ba/F3 V617F tox = lowers viability of Ba/F3 cells expressing EpoR and JAK2V617F; inhibition, % at 5.6 µM; AID 1446; ATP luminescence; hit rate 1.1% among 220,000;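 active = inhibition above the campaign mean plus 3 SD over all tested compounds, cut at about 24% in these data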;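 also: cytokine-independent growth of Ba/F3 cells driven by EpoR plus mutant JAK2; 0% = DMSO-treated cells and 100% = JAK inhibitor I control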
EP2 antag = inhibitors of human EP2 prostaglandin E2 receptor | hit rate 0.52% among 260,000 | inhibition, % at 25 µM | C6 glioma cells expressing human EP2, cAMP TR-FRET; cells stimulated with saturating PGE2 | P43116;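 active = percent inhibition above 40 after rounding to a whole number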;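 also: rat C6 glioma host cells with rolipram phosphodiesterase inhibitor present; the protocol text gives 20 µM as final concentration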
Target sequence (P43116 whole entry, looked up): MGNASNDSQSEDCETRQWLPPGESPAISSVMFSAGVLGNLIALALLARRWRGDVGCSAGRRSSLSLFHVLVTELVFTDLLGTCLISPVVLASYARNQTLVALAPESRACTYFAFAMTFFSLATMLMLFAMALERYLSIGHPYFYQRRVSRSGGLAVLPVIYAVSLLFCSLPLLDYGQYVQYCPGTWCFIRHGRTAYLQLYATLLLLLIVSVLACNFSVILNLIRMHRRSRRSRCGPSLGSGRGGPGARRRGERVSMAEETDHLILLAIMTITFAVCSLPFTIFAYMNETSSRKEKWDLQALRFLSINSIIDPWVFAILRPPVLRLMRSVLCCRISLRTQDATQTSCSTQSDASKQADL
PPC-1+TRAIL kill = PPC-1 cancer cell killing with TRAIL present; PPC-1 cells + TRAIL, ATPLite viability luminescence; cell killing (% activity), % at 4 µM; hit rate 0.41% among 220,000; AID 1443;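 active = cell killing above 50% in the first pass at 4 µM, then a duplicate retest at 5 µM averaging 50% or more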;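 also: plate controls were cells with TRAIL plus DMSO for no effect and medium-only wells lacking cells for full effect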
Furin inhibitor = human furin inhibition | P09958 | purified furin, fluorogenic substrate cleavage | inhibition, % at 30 µM | hit rate 0.061% among 220,000; in the data active = inhibition above about 25%; also: inactives centre near -15
Target sequence (P09958 108-714 limits assumed): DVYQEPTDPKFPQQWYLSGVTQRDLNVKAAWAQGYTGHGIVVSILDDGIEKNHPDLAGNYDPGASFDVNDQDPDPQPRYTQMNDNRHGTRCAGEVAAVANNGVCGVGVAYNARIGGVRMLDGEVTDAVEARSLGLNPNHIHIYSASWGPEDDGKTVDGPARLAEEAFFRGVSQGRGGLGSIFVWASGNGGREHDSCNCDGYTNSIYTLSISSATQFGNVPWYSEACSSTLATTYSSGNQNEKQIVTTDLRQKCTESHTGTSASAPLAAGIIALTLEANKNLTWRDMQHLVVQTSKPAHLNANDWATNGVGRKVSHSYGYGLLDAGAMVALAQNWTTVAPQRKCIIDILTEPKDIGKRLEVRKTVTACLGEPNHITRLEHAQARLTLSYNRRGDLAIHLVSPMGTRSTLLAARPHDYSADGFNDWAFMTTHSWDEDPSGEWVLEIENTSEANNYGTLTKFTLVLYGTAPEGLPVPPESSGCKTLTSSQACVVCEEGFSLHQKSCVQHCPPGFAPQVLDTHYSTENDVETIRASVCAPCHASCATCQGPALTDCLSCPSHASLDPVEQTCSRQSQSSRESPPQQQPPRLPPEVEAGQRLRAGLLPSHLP
* = called active by the depositor; / = no result given; [ ] = remark or other dose.

SMILES	TbHK1 inh	BaF3 parental	p47phox inh	p97 ATPase inh	RBBP9 inhibitor	Ba/F3 V617F tox	EP2 antag	PPC-1+TRAIL kill	Furin inhibitor
CC1CCN(c2ccc(C(=O)NCc3cccs3)cn2)CC1	-5.2	1.0	-13.5	2.5	-10.1	-1.3	5.7	17.5	-22.1
CCOCCCN1CC(C(=O)NCc2ccc3c(c2)OCO3)CC1=O (stereo unspecified)	-0.2	-0.6	-1.5	1.0	4.3	-3.2	6.0	7.0	-0.6
CCn1cc(S(=O)(=O)N2CCN(Cc3cccc(Cl)c3)CC2)cn1	9.9	2.5	5.1	-4.4	-9.4	2.5	2.3	10.8	-3.2
Cc1noc(C)c1S(=O)(=O)Nc1ccc(O)c2c(=O)cc(-c3ccccc3Cl)oc12	-9.1	/	-6.1	/	/	/	11.0	14.4	-24.3
Cc1ccc(C)c(Nc2ncnc(N)c2[N+](=O)[O-])c1	31.7	7.7	1.9	4.7	-4.8	-0.1	7.3	28.4	-13.0
CN(CCNC(=O)c1ccc(N2CCCC2=O)cc1)CCc1ccccc1	7.2	1.6	-9.2	4.4	-6.8	-5.2	-1.7	-1.1	-16.4[20 µM]
CC1=CC=CN2C1=NC(=O)CC2(C)C(=O)N(CC(=O)NC1CCCC1)c1ccccc1C (stereo unspecified)	-9.6	4.7	-10.0	-0.3	-9.9	-0.2	4.7	12.2	-22.6
CCNC(=S)N1CCN(c2cccc(C(F)(F)F)c2)CC1	34.0	6.6	-12.5	-1.4	-9.6	2.5	1.8	32.8	-3.8
Cc1ccc(NC(=O)C(C)[n+]2ccccc2)cc1[N+](=O)[O-] (stereo unspecified)	-6.8	3.2	-5.2	-3.2	-6.6	3.2	5.0	11.4	-14.1
COc1ccc(CCNC(=O)c2ccc(CN3CCC(Cc4ccccc4)CC3)cc2)cc1OC	5.6	2.9	3.9	2.2	0.3	-4.8	5.2	5.9	-16.4
C=CCCCCCCCCc1nc(=S)[nH][nH]1	12.4	2.5	0.7	-1.8	-7.1	-2.4	10.4	5.5	-22.2[20 µM]
COc1ccc(C(=O)c2ccc(Br)cc2)cc1	-1.7	-0.3	-6.1	0.5	2.6	-2.1	7.8	/	-10.9
Cc1cc2c3nonc3ccc2n1-c1ccccc1	-2.5	4.3	-0.6	1.8	-5.9	0.4	6.5	35.2	-33.9
Cc1cccc(OCCCN2CCCCCC2)c1	1.6	4.7	-3.7	2.5	0.9	-0.9	7.5	6.7	-9.7[20 µM]
CCOC(=O)Nc1ccc2c(c1)N(C(=O)N1CCN(C)CC1)c1ccccc1S2	-14.3	11.0	-12.3	-5.4	1.8	0.9	4.3	-8.1	-17.6
CC(C)(C)c1ccc(NC(=O)CNC2CCCc3ccccc32)cc1 (stereo unspecified)	0.4	6.0	-8.9	0.1	-4.8	-1.3	5.1	0.5	-24.0
Cc1cc(C)n(-c2ccc(C(=O)N3CCc4ccccc43)cc2)n1	-0.7	2.5	5.3	-0.3	-2.4	-3.1	7.8	-4.3	-9.3
CCOC(=O)Cn1nc(C)n(-c2cccc(Cl)c2)c1=O	-3.7	4.7	-8.1	-0.8	-6.9	0.1	8.4	11.1	-30.6
O=C(Nc1cc([N+](=O)[O-])ccc1N1CCCC1)c1ccco1	-5.4	0.9	-2.2	0.4	6.3	-2.2	7.2	18.4	-7.3
CCC1(C)Cc2ccccc2-c2nc(NCCCO)n(-c3ccccc3)c(=O)c21 (stereo unspecified)	-30.6	11.0	-8.2	-2.3	-11.3	6.1	7.8	-13.7	-80.7[20 µM]
COc1cccc(C2/C(=C(/O)c3ccccc3)C(=O)C(=O)N2Cc2ccco2)c1 (stereo unspecified)	-26.8	-2.2	-6.9	-2.0	-6.2	2.1	0.9	38.0	-8.0
O=C(CSc1nc2ccccc2o1)c1ccccc1	0.9	-2.5	5.1	2.9	0.8	-5.0	10.8	10.9	-17.4[20 µM]
COc1ccccc1/C=C/C=N/n1c(-c2ccccn2)n[nH]c1=S	-49.3	-3.0	-21.5	8.4	-4.9	-1.2	9.2	-4.3	-8.3
O=C(Nc1ccc(NC(=S)NC(=O)C(c2ccccc2)c2ccccc2)cc1)c1ccccc1	-22.4	8.2	/	4.9	-46.2	28.1*	4.6	/	-9.5[20 µM]
Cc1cccc(C)c1OCc1nnc(SCC(=O)Nc2ccccc2F)o1	-0.2	1.5	-10.8	-1.0	2.4	-3.5	2.8	1.8	-27.5
COc1cccc(CNc2ncc(Br)cc2Br)c1O	-3.2	1.3	-7.4	0.0	-7.2	-1.8	13.2	-6.6	-14.2
O=C(O)c1cccc(-n2cnnn2)c1	-2.4	0.6	-4.1	6.4	1.7	-0.5	7.6	-8.7	-15.7
COc1ccc(Br)cc1CNC(=O)C1CCN(S(=O)(=O)N2CCCC2)CC1	2.4	4.1	-6.8	3.3	-3.0	-2.8	7.2	1.7	-24.0
CC(=O)NC(C)C12CC3CC(CC(C(=O)O)(C3)C1)C2 (stereo unspecified)	3.6	8.2	-2.8	-4.2	-10.5	4.9	10.3	32.8	-14.3[20 µM]
Cc1ccc(NC(=S)N2CCN(Cc3ccccc3)CC2)cc1	-5.0	13.2	-7.6	2.6	-5.1	11.2	5.4	24.4	-34.9

In a second layout: results already given
COc1cccc(C2/C(=C(/O)c3ccccc3)C(=O)C(=O)N2Cc2ccco2)c1 (stereo unspecified)
  TbHK1 inh: -26.8
  BaF3 parental: -2.2
  p47phox inh: -6.9
  p97 ATPase inh: -2.0
  RBBP9 inhibitor: -6.2
  Ba/F3 V617F tox: 2.1
  EP2 antag: 0.9
  PPC-1+TRAIL kill: 38.0
  Furin inhibitor: -8.0

COc1cccc(CNc2ncc(Br)cc2Br)c1O
  TbHK1 inh: -3.2
  BaF3 parental: 1.3
  p47phox inh: -7.4
  p97 ATPase inh: 0.0
  RBBP9 inhibitor: -7.2
  Ba/F3 V617F tox: -1.8
  EP2 antag: 13.2
  PPC-1+TRAIL kill: -6.6
  Furin inhibitor: -14.2

O=C(CSc1nc2ccccc2o1)c1ccccc1
  TbHK1 inh: 0.9
  BaF3 parental: -2.5
  p47phox inh: 5.1
  p97 ATPase inh: 2.9
  RBBP9 inhibitor: 0.8
  Ba/F3 V617F tox: -5.0
  EP2 antag: 10.8
  PPC-1+TRAIL kill: 10.9
  Furin inhibitor: -17.4[20 µM]

Other compounds.
SMILES	TbHK1 inh	BaF3 parental	p47phox inh	p97 ATPase inh	RBBP9 inhibitor	Ba/F3 V617F tox	EP2 antag	PPC-1+TRAIL kill	Furin inhibitor
CCOC(=O)C1CCCCN1Cc1cc(OC)ccc1OC (stereo unspecified)	4.8	-0.1	-18.0	0.6	-11.9	-3.9	9.2	22.7	-16.1[20 µM]
CCOC(=O)C1=C(Nc2ccccc2)CC(C)(O)C(C(=O)OCC)C1c1ccc(Br)cc1 (stereo unspecified)	30.0	4.4	1.5	7.3	-4.9	-3.6	9.5	26.6	-9.9
O=C(Cc1ccccc1)NN1C(=O)/C(=C/c2ccccc2C(=O)O)SC1=S	-36.4	2.6	-9.3	0.2	4.7	0.5	6.8	3.9	-17.5
COc1cccc(NC(=O)Nc2cccs2)c1	5.9	7.0	-25.5	-3.6	-3.1	6.4	8.6	18.1	-12.4[20 µM]
O=C(NCCc1ccccc1)c1ccccc1NC(=O)C1CC=CCC1C(=O)O (stereo unspecified)	-2.6	3.1	-0.8	-1.5	-3.6	-2.5	5.8	2.4	-13.1
Cc1ccc(C(=O)OC(C)CN2CCOCC2)cc1 (stereo unspecified)	1.7	11.5	-7.4	1.9	1.6	-1.5	8.5	4.5	-24.4
O=C(O)c1n[nH]nc1-c1ccccc1	0.4	8.9	-3.3	5.1	0.3	-3.5	3.7	0.2	7.2
Cc1cc(C)n2ncc(C(=O)NC3CCCCC3)c2n1	-4.9	7.1	-6.0	5.9	-1.9	-1.5	6.2	25.9	-30.6
COC(=O)CSC1=NS(=O)(=O)c2ccccc21	0.7	1.8	-2.1	4.0	4.2	-3.6	114.2*	21.9	-18.6[20 µM]
O=C(CCCC(=O)N(CC(=O)NC1CCCC1)Cc1ccccc1Cl)Nc1ccccn1	5.7	1.8	-10.1	2.3	16.9*	0.6	3.2	-8.5	-15.5
COc1ccc(NC(=S)N(Cc2ccc(Cl)cc2)Cc2ccc(C(=O)O)cc2)cc1Cl	-8.5	4.2	-14.4	2.0	0.4	4.4	3.3	16.5	-10.9
COc1ccccc1N(C)S(=O)(=O)c1ccc(C(=O)OCC(=O)NCc2ccco2)cc1	-4.6	5.0	-6.5	1.1	-0.5	-5.7	32.7	13.0	-10.4
O=C1CC(=C2c3ccccc3-c3ccccc32)C(=O)N1CCN1CCN(c2cccc(Cl)c2)CC1	-8.1	4.6	/	1.1	-7.9	-1.6	4.9	/	-12.1[20 µM]
CSC1=NCCN1C(=O)C12CC3CC(CC(C3)C1)C2	1.6	3.5	16.2	3.0	-2.6	-3.1	11.1	21.8	-13.3
O=C(Nc1ccc2c(c1)OCO2)c1cnc2n(c1=O)CCS2	-19.3	5.9	-0.1	0.4	-4.4	-2.5	7.8	27.8	-16.0[20 µM]
COc1cccc(OCCOc2c(OC)cccc2OC)c1	-2.6	5.9	3.5	-6.5	6.8	1.0	5.2	11.7	-23.7[20 µM]
Cc1cc(C)n2nc(SC3CCCCN(C(=O)c4ccc(F)cc4)C3=O)nc2n1 (stereo unspecified)	-1.5	1.9	-10.3	6.6	3.9	-2.1	10.8	-7.3	-12.8
CC1=CC(C)(C)N(C(=O)CCl)c2cc(C)ccc21	-7.7	8.7	-6.2	0.5	-2.1	2.7	6.2	12.6	-5.6
Cc1ccc(Nc2c(-c3ccccc3O)nc3cnccn23)cc1	-7.0	8.9	-2.6	3.5	-9.3	4.0	2.8	2.9	-7.1
CCOC(=O)N1CCC(Nc2ccc(N3C(=O)C4CCCCC4C3=O)cc2[N+](=O)[O-])CC1 (stereo unspecified)	-8.0	-0.7	1.4	1.0	3.0	-1.4	8.3	-0.9	5.4
O=C(c1cc2ccccn2n1)N1CCN(c2cccc(C(F)(F)F)c2)CC1	-2.3	2.4	-13.2	3.2	-1.8	0.1	3.6	-9.9	-12.6
O=C(COC(=O)c1ccccc1-c1nc2ccccc2s1)Nc1ccccc1C(F)(F)F	4.1	4.2	-16.6	-2.4	-7.4	-2.4	4.3	-12.0	-18.6
Nc1nc(N)c(C=Nc2ccc(Br)cc2)c(Nc2ccc(Br)cc2)n1	-78.8	0.2	-47.3	10.1	-2.4	-3.5	18.2	12.8	12.3
O=C(Nc1cccc(Cl)c1)Nc1ccccc1C(=O)NCc1ccco1	-1.9	-1.3	-3.8	2.0	-2.9	-3.9	18.9	-14.0	-16.6[20 µM]
S=c1[nH]nc(COc2ccccc2)n1/N=C/c1ccncc1	3.2	4.1	-5.4	0.7	3.1	-0.5	5.9	22.4	-21.3
Cc1cccc2cc(CN(Cc3ccccc3)C(=S)NCCCN(C)C)c(=O)[nH]c12	1.6	-4.6	-3.4	-3.6	-7.3	-3.4	12.4	19.5	-24.2
CC(C)c1onc(C(=O)NCc2ccccc2)c1[N+](=O)[O-]	-4.9	2.4	9.4	-5.8	-8.9	3.6	1.4	2.3	-8.5

Screening results deposited in PubChem by several laboratories.

These rows are one share of the data; the hit share may differ from the screen's.
